PfG6PD inh = PfG6PD enzyme inhibitors, primary screen, biochemical, fluorescence intensity, uHTS | PfGluPho enzyme, NADPH resazurin-diaphorase fluorescence | inhibition, % at 20 µM | hit rate 0.78% among 350,000;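 active = inhibition reaching at least a set limit at 20 µM in the primary screen, cut at about 59% in these data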;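 note: 0% = DMSO wells with substrate and 100% = DMSO wells lacking glucose-6-phosphate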
SENP8 block-1 = SENP8 protease inhibitors, primary screen, biochemical, luminescence; AID 2540, 2010; inhibition, % at 10 µM; hit rate 1.2% among 330,000; purified SENP8, Z-RLRGG-aminoluciferin cleavage; Sentrin-specific protease 8 (Homo sapiens), Q96LD8; in the data active = inhibition above about 50%
Target sequence (Q96LD8 whole entry, looked up): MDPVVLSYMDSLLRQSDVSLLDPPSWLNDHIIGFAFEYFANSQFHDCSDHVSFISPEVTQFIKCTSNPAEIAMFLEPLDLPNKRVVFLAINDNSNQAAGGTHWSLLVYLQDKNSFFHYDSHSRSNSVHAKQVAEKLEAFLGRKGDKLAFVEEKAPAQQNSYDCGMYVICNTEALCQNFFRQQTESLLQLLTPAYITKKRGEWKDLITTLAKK
SENP1 inh = human SENP1 catalytic domain inhibitors, primary screen, biochemical, FRET, uHTS | Sentrin-specific protease 1 (Homo sapiens), Q9P0U3 | recombinant SENP1 catalytic domain, CyPet-SUMO1-YPet FRET cleavage | inhibition, % at 10 µM | hit rate 0.21% among 360,000 | AID 624204, 2012;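 active = inhibition at least 30% at 10 µM, raw YFP signal under a set limit, fluorescence ratio 0.5 to 1.5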;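 note: 0% = enzyme with DMSO and 100% = no enzyme wells; some results filed as inactive read as strong as hits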
Target sequence (Q9P0U3 419-644 limits assumed): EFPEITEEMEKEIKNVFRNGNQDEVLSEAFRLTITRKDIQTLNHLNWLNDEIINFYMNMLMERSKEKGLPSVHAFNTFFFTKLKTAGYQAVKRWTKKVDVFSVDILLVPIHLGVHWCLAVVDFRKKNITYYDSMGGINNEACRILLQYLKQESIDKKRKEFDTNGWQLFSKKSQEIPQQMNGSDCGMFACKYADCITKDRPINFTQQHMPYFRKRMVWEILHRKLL
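Assay system: hSENP1 catalytic domain, recombinant. Amount: SENP1 enzyme, 20 pM final. Schedule: 50 min reaction, RT, dark. Technique: FRET, CFP and YFP emission. Control set: no-enzyme wells low, DMSO-plus-enzyme wells high control.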
SENP7 inh = SENP7 protease inhibitors, primary screen, biochemical, luminescence, uHTS. recombinant SENP7, Z-RLRGG-aminoluciferin luminescence, 40 min. inhibition, % at 5 µM. Sentrin-specific protease 7 (Homo sapiens), Q9BQF6. AID 434973, 2010. hit rate 1.5% among 330,000;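 active = inhibition above about 50% at the single test dose, limit read from the data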;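 note: plate controls were DMSO with enzyme for no effect and no enzyme buffer wells for full effect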
Target sequence (Q9BQF6 706-1050 limits assumed): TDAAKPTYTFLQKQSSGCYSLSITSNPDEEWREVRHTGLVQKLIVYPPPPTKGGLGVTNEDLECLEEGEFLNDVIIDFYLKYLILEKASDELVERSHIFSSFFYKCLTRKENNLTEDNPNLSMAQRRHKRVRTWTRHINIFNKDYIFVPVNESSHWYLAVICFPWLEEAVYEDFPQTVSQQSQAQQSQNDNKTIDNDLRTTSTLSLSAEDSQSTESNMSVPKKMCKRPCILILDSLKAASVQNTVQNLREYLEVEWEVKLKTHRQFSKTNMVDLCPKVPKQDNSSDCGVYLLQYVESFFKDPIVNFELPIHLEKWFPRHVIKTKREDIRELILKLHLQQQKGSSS
Apaf1 inhib = inhibitors of human Apaf-1 apoptosome, primary screen, biochemical, DEVD-Rh110 fluorescence, uHTS; Apoptotic protease-activating factor 1 (Homo sapiens), O14727; reconstituted apoptosome caspase-3 activity; inhibition, % at 20 µM; hit rate 0.71% among 330,000; active = inhibition of at least 40% at 20 µM;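 note: plate controls were DMSO wells for no effect and DEVD-CHO caspase inhibitor wells for full effect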
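Material: reconstituted apoptosome with Apaf-1, cytochrome c, caspase-9, procaspase-3, dATP. Technique: Rh110 fluorescence intensity. Buffer or medium: pH 7.5 Hepes buffer with CHAPS, BSA, DTT. Times: 30 min plus 50 min, RT.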
HKDC1 inh = HKDC1 hexokinase inhibitors, primary screen, biochemical, fluorescence, uHTS; Q2TB90; recombinant HKDC1, G6PDH/diaphorase resazurin coupled fluorescence; inhibition, % at 20 µM; hit rate 0.16% among 340,000;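 active = inhibition above about 35% when tested at 20 µM, limit read from the data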;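 note: plate controls were DMSO wells with enzyme for no effect and DMSO wells lacking enzyme for full effect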
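Material: recombinant HKDC1 hexokinase; Amount: HKDC1 at 5 µg/mL; Medium: Tris pH 8.0 buffer with MgCl2, Tween-20, BSA, BME; Schedule: 90 min reaction incubation at room temperature, dark; Technique: coupled resazurin fluorescence, excitation 525 nm, emission 613 nm.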
SENP6 inh = SENP6 protease inhibitors, primary screen, biochemical, luminescence, uHTS. Sentrin-specific protease 6 (Homo sapiens), Q9GZR1. Recombinant SENP6 catalytic domain, aminoluciferin luminescence. inhibition, % at 10 µM. hit rate 1.8% among 330,000;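 active = inhibition above about 50% at the single tested dose, limit read from the data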;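 note: plate controls were DMSO wells with enzyme for no effect and DMSO wells lacking enzyme for full effect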
SENP8 block-2 = human SENP8 protease inhibitors, primary screen, biochemical, fluorescence, Nedd8 protein substrate, uHTS; Sentrin-specific protease 8 (Homo sapiens), Q96LD8; recombinant SENP8; inhibition, % at 20 µM; hit rate 0.64% among 360,000; AID 602440, 2012; in the data active = inhibition mostly above about 40%, no sharp cut-off; inactive = mostly below about 27%
An asterisk follows results filed as active; i = inactive; . = not tested or not shown. Compounds were not picked by outcome; 3.6% or so of the library scored in one or more.

SMILES	SENP6 inh	PfG6PD inh	Apaf1 inhib	SENP8 block-1	SENP1 inh	SENP7 inh	HKDC1 inh	SENP8 block-2
Cc1cc(Cl)ccc1OCC(=O)Nc1ccccc1N1CCOCC1	5	8	25	-10	2	1	4	23
CCCCNC(=O)COC(=O)CCC(=O)c1cccs1	6	-13	-12	-6	3	7	-12	7
COc1ccccc1C(=O)NCc1n[nH]c(=S)n1Cc1ccccc1	-20	17	-2	-2	-4	0	-1	2
CC1=C(C(=O)Nc2ccccc2)C(c2ccco2)C(C#N)=C(SCC(=O)Nc2cccc(C)c2C)N1 (stereo unspecified)	-30	6	13	-2	-3	-12	0	-20
COc1ccc(-c2cc(C(=O)N3CCN(c4ncccn4)CC3)c3ccccc3n2)cc1OC	-1	2	18	-9	2	4	3	i
CC1CC(C)CN(C(=O)C2CCN(S(=O)(=O)c3c(Cl)cccc3Cl)CC2)C1 (stereo unspecified)	-2	3	14	7	0	2	-2	1
O=C(COC(=O)c1ccc[nH]c1=O)NCCc1ccc(F)cc1	-8	-2	-29	5	0	1	-2	11
CC(C)(C)C1CCc2c(sc(NC(=O)C3CC=CCC3C(=O)O)c2C#N)C1 (stereo unspecified)	-3	-10	14	0	2	2	5	6
O=C(Nc1ccccc1)OCc1cc(-c2ccccc2Cl)on1	-5	6	18	-8	-1	-1	2	10
O=C(CCc1ccc(O)cc1)c1c(O)cc(O)cc1O	-5	-31	-7	16	-1	2	3	8
O=S(=O)(c1ccccc1)n1ccc2cccnc21	2	5	-14	3	3	0	-7	13
CCOc1cc(NC(=S)Nc2ccccc2OC)c(OCC)cc1NC(=O)c1ccccc1C	12	29	21	7	0	1	8	3
Cc1ccc(S(=O)(=O)c2c(C(=O)c3ccccc3)cnc3cc4c(cc23)OCCO4)cc1	22	11	9	3	-5	-1	-1	-425
CC1CCCCC1NC(=O)COc1ccc(C#N)cc1 (stereo unspecified)	0	-4	1	1	2	9	-9	15
CCCC(=O)Nc1ccc(C(=O)NCC(=O)OCC)cc1	-7	-6	15	-14	2	-5	4	17
O=C(COC(=O)c1ccc(NS(=O)(=O)c2cccs2)cc1O)Nc1ccc(F)cc1	-5	-11	-2	-6	1	4	3	-3
Cc1ccccc1-n1nc2c(c1NC(=O)c1ccc(Br)o1)CSC2	-16	-11	4	-9	-2	2	5	-10
O=c1cc(N2CCOCC2)[nH]c(=O)n1-c1ccc(Br)cc1	3	-2	6	-3	1	5	-6	4
O=[N+]([O-])c1ccccc1S(=O)(=O)N(CC1CO1)c1ccccc1 (stereo unspecified)	-21	-16	7	1	0	-13	5	17
CC(C)(O)C#Cc1ccc(C(=O)N2CCN(c3ccccc3)CC2)cc1	-12	-25	-2	1	1	-3	-9	10
COc1ccc(C(CC(=O)O)NC(=O)c2cccs2)cc1 (stereo unspecified)	-8	-22	14	0	2	11	-4	3
CC1Cc2nc(SCC(=O)Nc3nccs3)n(Cc3ccccc3)c(=O)c2S1 (stereo unspecified)	-20	46	18	-12	3	4	-4	0
NNc1ccc(Cl)nn1	9	0	-23	0	1	-2	-3	23
O=C(COc1cccc2c1CCNC2=O)Nc1cccc(C(F)(F)F)c1	-3	21	13	-6	1	-3	4	8
CCc1ccc(NC(=O)c2cc(C)on2)cc1	-35	4	-10	-4	3	20	-10	20

Of the compounds above, four have a thiophene ring, fused or not.
SMILES	SENP6 inh	PfG6PD inh	Apaf1 inhib	SENP8 block-1	SENP1 inh	SENP7 inh	HKDC1 inh	SENP8 block-2
CCCCNC(=O)COC(=O)CCC(=O)c1cccs1	6	-13	-12	-6	3	7	-12	7
CC(C)(C)C1CCc2c(sc(NC(=O)C3CC=CCC3C(=O)O)c2C#N)C1 (stereo unspecified)	-3	-10	14	0	2	2	5	6
O=C(COC(=O)c1ccc(NS(=O)(=O)c2cccs2)cc1O)Nc1ccc(F)cc1	-5	-11	-2	-6	1	4	3	-3
COc1ccc(C(CC(=O)O)NC(=O)c2cccs2)cc1 (stereo unspecified)	-8	-22	14	0	2	11	-4	3

Next part.
SMILES	SENP6 inh	PfG6PD inh	Apaf1 inhib	SENP8 block-1	SENP1 inh	SENP7 inh	HKDC1 inh	SENP8 block-2
O=C1[C@H]2[C@@H](c3ccc(F)cc3)N3C(=O)N(c4cccc(F)c4)C(=O)[C@@]3(Cc3ccc(Cl)cc3)[C@H]2C(=O)N1C1CCCCC1	-1	10	3	-7	0	14	6	3
Cc1oc(-c2ccc(Cl)cc2)nc1CN1CCC(C(=O)NCc2ccco2)CC1	12	-3	13	3	-8	3	-10	14
CC(=O)N1CCN(C(=S)Nc2ccc(SC(F)F)cc2)CC1	-18	1	96*	-7	8	7	-3	7
COc1cccc(NC(=O)N2CCC(C(N)=O)(N3CCCCC3)CC2)c1	-8	-12	-1	0	1	6	-1	26
Cc1cc(C)n(S(=O)(=O)c2cccc([N+](=O)[O-])c2)n1	22	13	-14	8	0	1	-5	12
CCOc1ccc(C(=O)Nc2cccc(C(=O)O)c2C)cc1Cl	100*	-26	-2	93*	-1	98*	4	11
O=C(c1ccc(F)cc1)N1CCCCC(Sc2nnnn2-c2ccccc2)C1=O (stereo unspecified)	-17	-4	14	4	3	1	1	31
COc1ccc(S(=O)(=O)Nc2cccnc2)cc1	0	-4	9	2	2	5	-4	19
CSC1=C(C#N)C2(CCCC2)C(C#N)=C(N)N1	-17	.	6	-9	.	13	.	.
Cc1cc(N/C(=N\S(=O)(=O)c2ccc(Cl)cc2)c2ccc(F)cc2)no1	-28	-13	13	-8	3	-8	2	-3
CCOC(=O)c1ccc(NC(=O)c2cc(=O)[nH]c3ccccc23)cc1	-1	6	5	-7	-1	5	-7	-44
CC1CN(C(=O)CCC(=O)NCCc2ccccc2)c2ccccc2O1 (stereo unspecified)	-4	4	-10	10	2	2	1	5
CCOC(=O)[C@H]1[C@H]2COc3ccc(Br)cc3[C@H]2N2C(=O)CN(Cc3ccc(Cl)cc3)C(=O)[C@@]12C	.	0	.	.	-7	.	1	-8
CCOC(=O)c1cnc(Cc2ccccc2)[nH]c1=O	17	-2	-6	-6	-1	9	2	-2
O=C(NC(=S)NCCN1CCOCC1)c1ccc(F)cc1	-12	3	-8	-11	0	-1	4	23
Cc1cc(C(F)(F)F)nn1C(=O)c1cccnc1Cl	-38	-1	3	-6	2	-4	-1	13
Nc1nnc(SCC(=O)OCC(=O)c2ccccc2Br)s1	-14	5	4	1	-1	8	-9	13
Nc1ccc(CCNc2ncnc3c2ncn3[C@@H]2O[C@H](CO)[C@@H](O)[C@H]2O)cc1	7	5	-3	3	4	10	-1	7
Cc1ccc(CN2CCN(CC(=O)NCc3ccc(Cl)cc3)C2=O)cc1	-19	8	9	-8	1	-10	-6	31
COc1ccc(N2CCC(CNC(=O)Nc3cccc(OC)c3)C2)cc1 (stereo unspecified)	17	24	-5	-1	-10	9	-6	6
CCCCn1c(N)c(N(CC(C)C)C(=O)CSc2n[nH]c(-c3ccc(C)cc3)n2)c(=O)[nH]c1=O	-18	-14	-1	1	-3	0	-9	5
O=C(Nc1cccnc1)c1cc(-c2ccc(Cl)cc2Cl)on1	15	5	1	-4	-1	64*	2	2
Cc1ccccc1NC(=O)NNC(=O)c1ccc2ccccc2c1O	-17	-32	0	-14	-1	10	11	-388
O=C(Cc1ccc(F)cc1)Nc1nnc(SCC(=O)NC2CCCC2)s1	-6	-26	-11	-10	0	-11	-2	18
COc1ccccc1N1CCN(C(=O)C2Cc3ccccc3CN2C(=O)c2ccco2)CC1 (stereo unspecified)	-6	-11	-3	-1	2	-5	-2	8
O=c1[nH]cc(NCCNc2ncc(C(F)(F)F)cc2Cl)c(=O)[nH]1	8	9	-10	6	-8	18	-10	-6
COc1ccc(N(CC(=O)Nc2cccc(SC)c2)S(C)(=O)=O)cc1Cl	3	3	-1	1	-3	3	0	13
CC(C)Cc1cc(C(=O)N2CCC(N3CCC(C(=O)N4CCOCC4)CC3)CC2)n[nH]1	-14	-18	1	1	-1	2	0	24
CC(=O)OC(C(=O)NC1CCCCC1)c1cccc(F)c1 (stereo unspecified)	-17	-7	3	-3	2	-7	-7	6
COCCOC(=O)C1=C(C)NC(=O)NC1C1CC=CCC1 (stereo unspecified)	-20	-4	-17	2	2	-8	-10	16
Cc1nn(Cc2c(F)cccc2Cl)c(=O)c2ccccc12	0	-33	8	-1	4	6	0	9
Cc1cccc(Oc2ccccc2N)c1	-12	1	-1	-3	2	-14	-7	14
c1ccc(COCCN2CCN(CCOCc3ccccc3)CC2)cc1	3	-3	-6	-1	1	1	2	11
Fc1ccc(-c2csc3ncnc(N4CCN(Cc5ccccc5)CC4)c23)cc1	5	14	21	2	-20	6	-4	-14
O=C1Nc2ccccc2CCc2ccccc21	-4	6	-8	-5	2	7	-4	5
CCCOP(=O)(OCCC)c1nc(-c2ccccc2)oc1NCc1ccccc1	0	0	15	10	1	2	12	-411
O=C(Cn1c(=O)[nH]c2ccccc2c1=O)N1CCN(Cc2ccc3c(c2)OCO3)CC1	-12	-6	6	-3	1	-3	-6	-2

Screening results from PubChem BioAssay.
